TWEAK Fn14 block: TWEAK-Fn14 signaling inhibition. TWEAK-stimulated Fn14 reporter cells, luciferase luminescence, 8 h. inhibition, % at 10 µM. actives 2% (n = 360,000). AID 1159606; in the data active means inhibition above about 50%
KKLEB tox: CF airway cell cytotoxicity counter-screen; KKLEB CF airway cells viability, ATPlite luminescence, overnight; hits give low values; cells stimulated with P. aeruginosa culture filtrate; activity change (cytotoxicity), % at 5 µM; actives 0.36% (n = 360,000); AID 602141;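 active means corrected activity change at or below -50% at 5 µM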
TROY NFkB inh: TROY signaling inhibition; Q293 LMP1-TROYcd NF-kB luciferase reporter, 4 h; AID 1347056; actives 0.98% (n = 360,000); inhibition, % at 10 µM;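 active means compounds whose plate-normalised and pattern-corrected inhibition of the luciferase reporter signal at the single screening dose is 50% or more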
COUP-TFII inh: inhibitors of human COUP-TFII (NR2F2); P24468; HEK293T NGFI-A luciferase reporter, luminescence; inhibition, % at 8.6 µM; actives 0.7% (n = 370,000); AID 686940;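 active means inhibition above a per-plate cutoff, mean inhibition of test wells between control levels plus 3 SD, cut at about 38% in these data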;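 further: cells cotransfected with COUP-TFII expression vector driving the NGFI-A reporter; 0% = median of COUP-TF2 test wells and 100% = reporter-only cells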
Target sequence (P24468 whole entry, looked up): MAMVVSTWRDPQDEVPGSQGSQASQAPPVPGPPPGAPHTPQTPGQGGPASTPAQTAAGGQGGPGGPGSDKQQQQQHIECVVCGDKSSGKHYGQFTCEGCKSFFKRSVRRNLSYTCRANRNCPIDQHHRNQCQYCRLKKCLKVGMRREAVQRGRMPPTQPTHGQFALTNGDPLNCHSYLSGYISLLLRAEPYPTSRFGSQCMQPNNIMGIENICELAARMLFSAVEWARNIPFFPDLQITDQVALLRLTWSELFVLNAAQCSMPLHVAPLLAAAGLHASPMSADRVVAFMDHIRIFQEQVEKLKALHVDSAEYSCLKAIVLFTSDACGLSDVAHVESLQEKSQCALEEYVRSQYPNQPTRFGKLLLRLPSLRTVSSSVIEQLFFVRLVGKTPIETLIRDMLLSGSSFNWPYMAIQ
SRC1 inh: inhibits human SRC1 coactivator. Q15788. HEK293 GAL4-SRC1 luciferase reporter, luminescence. inhibition, % at 3.6 µM. actives 0.12% (n = 360,000). AID 588354;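 active means inhibition above the campaign mean plus 3 SD, with each screening campaign given its own cutoff, cut at about 60% in these data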;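 further: 0% = DMSO treated cells and 100% = gossypol at 36 µM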
LMP1 NFkB inh: inhibitors of Epstein-Barr LMP1-induced NF-kappaB reporter | LMP1-induced NF-kappaB luciferase reporter cells, luminescence | inhibition, % at 12.5 µM | actives 0.69% (n = 350,000); in the data active means inhibition above about 41%;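 further: 0% = neutral control wells and 100% = reference inhibitor control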
NCOA3 inh: inhibits human SRC3 coactivator | HEK293 GAL4-SRC3 luciferase reporter, luminescence | inhibition, % at 3.6 µM | actives 0.17% (n = 360,000) | Q9Y6Q9;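 active means inhibition above a per-campaign cutoff, the mean of all compounds plus 3 SD, cut at about 60% in these data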;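 further: 0% = DMSO-treated cells and 100% = gossypol-treated cells at 36 µM; higher means less SRC3-driven luciferase light from the GAL4 reporter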
Shn3 3UTR inh: inhibitors of Schnurri-3 3'UTR reporter in osteoblasts; Clone20 osteoblast Shn3 3'UTR firefly luciferase, 24 h; inhibition, % at 12.5 µM; actives 0.52% (n = 360,000); AID 588674;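 active means mean inhibition of at least 75% with every replicate also reaching 75%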;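 further: 0% = median of neutral control wells and 100% = pilot-screen positive control compound; some compounds past the cut are filed as inactive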
C8 TRAIL sens: sensitizes caspase-8 expressing cells to TRAIL. NB7+C8 cells + TRAIL, ATPlite viability luminescence. inhibition (viability loss, TRAIL sensitization), % at 10 µM. actives 1% (n = 360,000);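 active means compounds causing at least 50% loss of cell viability in the single-dose screen, relative to plate controls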
NR5A2 inv ag: inverse agonists of human LRH-1 (NR5A2); inhibition, % at 3.6 µM; O00482; HEK293T StAR-luciferase reporter, LRH-1 transfected, 24 h; actives 0.13% (n = 360,000);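 active means inhibition above the mean inhibition of all tested compounds plus 3 SD, cut at about 73% in these data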;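 further: 0% = DMSO wells and 100% = reporter-only cells lacking LRH-1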
Target sequence (O00482 whole entry, looked up): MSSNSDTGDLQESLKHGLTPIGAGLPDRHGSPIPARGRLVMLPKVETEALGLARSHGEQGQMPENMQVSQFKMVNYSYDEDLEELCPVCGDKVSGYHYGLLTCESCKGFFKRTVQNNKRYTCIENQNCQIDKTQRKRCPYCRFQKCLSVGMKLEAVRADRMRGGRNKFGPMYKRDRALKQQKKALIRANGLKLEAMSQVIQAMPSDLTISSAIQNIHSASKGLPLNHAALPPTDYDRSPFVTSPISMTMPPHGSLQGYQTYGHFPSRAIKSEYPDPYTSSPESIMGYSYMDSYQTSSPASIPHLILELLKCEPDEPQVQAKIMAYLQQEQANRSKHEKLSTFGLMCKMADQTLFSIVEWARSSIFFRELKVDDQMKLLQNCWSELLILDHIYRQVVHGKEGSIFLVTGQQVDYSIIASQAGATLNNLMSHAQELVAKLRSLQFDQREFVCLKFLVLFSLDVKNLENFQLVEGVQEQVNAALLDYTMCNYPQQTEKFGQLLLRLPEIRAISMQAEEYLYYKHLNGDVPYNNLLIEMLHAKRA
CF NFkB inh: blocks PAF-induced NF-kB reporter in cystic fibrosis cells | actives 0.86% (n = 360,000) | KKLEB NF-kB-GFP reporter, GFP fluorescence overnight | inhibition, % at 5 µM;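 active means at least 50% inhibition at 5 µM, scaled per plate between neutral and stimulator controls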;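 further: PAF is a Pseudomonas aeruginosa culture filtrate used as stimulus; plate controls were PAF-stimulated DMSO wells for no effect and unstimulated DMSO wells for full effect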
An asterisk follows results filed as active; · = not tested or not shown.

SMILES	TWEAK Fn14 block	KKLEB tox	TROY NFkB inh	COUP-TFII inh	SRC1 inh	LMP1 NFkB inh	NCOA3 inh	Shn3 3UTR inh	C8 TRAIL sens	NR5A2 inv ag	CF NFkB inh
NS(=O)(=O)c1cccc(NC(=O)COC(=O)/C(=C/c2cccs2)c2cccs2)c1	16	6	30	11	3	2	-5	-6	18	-4	-6
N#Cc1cnc(SCC(=O)N2CCCCC2)nc1N	-5	16	2	-3	13	1	2	1	-18	0	-25
Cc1ccc(-c2ccc(SCC(=O)Nc3ccc4c(c3)OCCO4)nn2)cc1	-12	-16	-30	-12	-18	-3	-11	-5	40	-16	-6
COc1cccc2c1cc1c(=O)n(CC(=O)NCc3ccccn3)nc(C)n12	-10	6	-3	·	-15	8	-18	-8	6	-1	-31
O=C(NCCCC1CCCC1)C1CCC(=O)N(Cc2ccc(Cl)cc2)C1 (stereo not drawn)	-7	-6	8	8	-26	1	14	15	0	5	-3
O=C(Nc1ccnn1C1CCN(Cc2cccc(OCCO)c2)CC1)C1CCOC1 (stereo not drawn)	-1	0	-5	2	-10	-1	0	-18	0	-5	-30
CCCCC(CC)CNC(=O)CC1Nc2c3ccccc3nc(=S)n2C1=O (stereo not drawn)	9	2	3	-7	13	9	7	3	-1	-5	-12
O=[N+]([O-])c1ccc(F)cc1OCc1nc(-c2cccs2)no1	-86	6	-57	-20	-120	-36	-120	28	-17	-155	-7
Cc1cc(Nc2ccc(F)cc2)nc(N)n1	4	-5	-3	-4	-13	-4	-2	-8	-8	1	9
CCOc1ccc(CCNC(=O)c2ccc3ccccc3n2)cc1OCC	-25	0	7	-12	-22	-5	-6	-14	2	-9	-29
CC(C)C1COC(c2cccn2Cc2ccccc2Cl)=N1 (stereo not drawn)	-6	6	6	10	-14	-2	18	5	4	-19	2
COc1ccccc1N=C(C)C1=C(O)COC1=O	-3	-1	-8	23	-7	-6	0	-14	-7	-24	6

3 entries from above, sorted by molar mass, largest number first.
SMILES	TWEAK Fn14 block	KKLEB tox	TROY NFkB inh	COUP-TFII inh	SRC1 inh	LMP1 NFkB inh	NCOA3 inh	Shn3 3UTR inh	C8 TRAIL sens	NR5A2 inv ag	CF NFkB inh
Cc1ccc(-c2ccc(SCC(=O)Nc3ccc4c(c3)OCCO4)nn2)cc1	-12	-16	-30	-12	-18	-3	-11	-5	40	-16	-6
O=C(NCCCC1CCCC1)C1CCC(=O)N(Cc2ccc(Cl)cc2)C1 (stereo not drawn)	-7	-6	8	8	-26	1	14	15	0	5	-3
O=[N+]([O-])c1ccc(F)cc1OCc1nc(-c2cccs2)no1	-86	6	-57	-20	-120	-36	-120	28	-17	-155	-7

Following part.
SMILES	TWEAK Fn14 block	KKLEB tox	TROY NFkB inh	COUP-TFII inh	SRC1 inh	LMP1 NFkB inh	NCOA3 inh	Shn3 3UTR inh	C8 TRAIL sens	NR5A2 inv ag	CF NFkB inh
CC(C)CN(C(=O)CN1CCN(S(=O)(=O)c2ccc3ccccc3c2)CC1)c1c(N)n(CC(C)C)c(=O)[nH]c1=O	4	18	0	13	12	0	6	-24	0	4	-46
Cc1cc(Br)ccc1-n1[nH]c(C)c(C=Nc2cccc3nsnc23)c1=O	16	3	19	8	1	2	10	-20	-17	-6	-24
COc1ccc(NC(=O)C(=O)NNC(=O)COc2ccc(Cl)cc2)c(OC)c1	1	0	7	1	4	-16	13	-7	-8	15	24
CCCCNCc1ccc(SC)cc1	-13	-3	13	-5	4	1	-1	-42	6	-5	2
O=C1CCC(=O)N1c1ccc(NC2CCN(Cc3ccccc3)CC2)c([N+](=O)[O-])c1	11	0	6	16	-9	0	-8	-10	-8	18	-7
CCOC(=O)c1cnn(CCOC(=O)c2ccccc2)c1NC(=O)c1ccccc1	6	-5	-19	21	13	-6	23	-1	2	-7	8
O=C(Nc1ccc(C(=O)c2ccc(C(=O)O)c(C(=O)O)c2)cc1)c1ccccc1	3	16	4	-9	-4	5	-13	3	-2	4	-14
O=S(=O)(c1ccc(NC(=S)NC2CCCC2)cc1)N1CCCC1	0	-7	7	-15	7	0	-6	-12	-1	4	3
CN(C)C(CNc1ncccn1)c1ccccc1 (stereo not drawn)	19	3	11	-5	-63	-6	-4	-4	26	17	8
O=C(OCC1CC(c2ccccn2)=NO1)c1ccc(Br)cc1 (stereo not drawn)	-22	6	-41	-8	-29	-5	-35	-9	-7	-18	8
CCn1c(=O)n(CC(=O)Nc2cc(OC)ccc2OC)c(=O)c2ccccc21	-7	1	-11	-25	-14	-2	-23	-8	5	2	-2
CCN(c1ccccc1)S(=O)(=O)c1ccc(OCc2c(C)noc2C)cc1	-1	6	-19	10	0	-15	23	5	6	7	-9
O=C(O)c1ccccc1C(=O)Nc1ccc(-n2nc(C(F)(F)F)cc2C(F)(F)F)cc1	-1	5	-12	7	8	·	12	·	6	10	-3
Cc1ccc(CCC(=O)Nc2cc(Cl)ccc2Cl)o1	2	7	-4	12	-6	-3	-5	-12	-5	-8	-15
O=S1(=O)CCOC[C@H](CC2CCCCC2)N1Cc1cccc(Cl)c1	8	4	9	2	2	-1	-1	10	-3	1	4
O=C1CC(CC(=O)N/N=C/c2ccccc2[N+](=O)[O-])=NN1	-6	-1	-17	3	-1	0	11	-8	-5	3	-8
CCOC(=O)C1=C(O)C(=O)N(c2ccc(S(N)(=O)=O)cc2)C1c1ccc([N+](=O)[O-])cc1 (stereo not drawn)	-8	11	15	-6	13	6	-8	3	3	-30	-1
COc1ccccc1C(=O)NNC(=O)CCC(=O)NCc1ccccc1	9	16	-2	12	0	-6	3	10	-6	19	-39
COc1ccc(C/C(C)=N/NC(=O)c2ccc(Cl)cc2)cc1	4	15	-29	-14	-34	-5	2	6	7	-8	-22
COc1ccc(NS(=O)(=O)c2cc([N+](=O)[O-])ccc2NN=Cc2ccccc2OCC(=O)O)cc1	-7	7	6	-8	10	0	0	-11	6	-8	19
COc1ccc(Oc2nc3ccccc3n(C)c2=O)cc1	-18	-5	24	4	14	9	4	4	6	5	4
COc1ccccc1CC(=O)N(CCC#N)CCC#N	8	-2	-15	-7	-7	1	-9	-29	-15	6	-16
CCOC(=O)[C@H]1[C@H]2COc3ccc(C)cc3[C@@H]2N2C(=O)c3ccccc3NC(=O)[C@@]12C	-2	-20	6	-15	-16	3	2	-1	10	-4	12
Cc1ccc(NC(=O)CCC(=O)NNC(=O)NC2CCCCC2)c(C)c1	2	-10	0	8	-26	-9	0	2	1	-8	2
Nn1c(SCC(=O)Nc2cc(C(F)(F)F)ccc2Cl)nncc1=O	6	22	-4	-13	-1	-18	-11	-9	22	24	-26
Cn1ccc2c(N3c4ccccc4CCc4ccccc43)cc3c(c21)C1CCC3O1 (stereo not drawn)	-4	-17	-16	-5	-5	·	12	-7	-8	32	85*
Cc1cc(OCC(O)CN2CCN(CCO)CC2)ccc1C(C)C (stereo not drawn)	3	1	7	13	-16	-2	14	10	-12	1	0
NC1=NC[C@@H](Cc2ccc(O)cc2)N1CC1CCCCC1	3	4	3	-10	-1	-1	-14	-3	-21	-16	0
COc1ccc(OC)c(-c2cn(S(=O)(=O)c3ccccc3)nc2N)c1	-4	-8	-2	3	6	-13	-6	5	4	8	2
O=[N+]([O-])c1ccc(CP(=O)(c2ccccc2)c2ccccc2)cc1	3	5	9	3	-5	13	8	6	3	8	-10
COc1ccccc1CNC(=O)CS(=O)Cc1nc(-c2ccc(OC)c(OC)c2)oc1C (stereo not drawn)	-35	5	1	-25	12	-6	10	7	27	12	8
O=C(COC(=O)c1ccc2ncsc2c1)NC(=O)NCc1ccccc1	10	-4	5	-10	-12	-1	-9	-8	-1	10	4
C[C@@H]1CN([C@@H](C)CO)C(=O)c2cc(NC(=O)CCC(F)(F)F)ccc2O[C@H]1CN(C)S(=O)(=O)c1ccc(Cl)cc1	-25	11	-6	8	-9	-6	4	-13	10	11	5
COc1ccccc1NC(=O)c1ccc(NC(=O)CSc2ncccn2)cc1	-4	-8	-5	-20	-17	7	3	-6	6	-6	11
C[C@@H]1CN([C@H](C)CO)S(=O)(=O)c2ccc(Br)cc2O[C@@H]1CN(C)C(=O)NC1CCCC1	2	4	1	-8	0	-3	9	0	-1	4	2
Cc1nc(SCC(=O)NCc2ccc(F)cc2)c2c(=O)n(C)c(=O)n(C)c2n1	15	-11	-7	0	-4	2	1	-5	1	5	2
O=C(O)CCc1ccc(-c2ccc(Br)cc2)n1CC(=O)O	4	6	-12	6	11	-11	7	-28	-1	4	-14
CN1CCN(c2nc(-c3cccs3)cc(C(F)(F)F)n2)CC1	-11	-3	-6	4	14	-5	20	-16	-3	4	9
CC(/C=N/NC(=O)c1ccco1)=C\c1ccccc1	30	-10	-8	-28	-110	0	-92	-35	69*	-142	-8
COCCNC(=O)c1cccc(OC2CCN(Cc3ccc(F)cc3OC)CC2)c1	18	-14	-7	7	-29	-6	-5	2	10	12	-9
CCCC(CCC)C(=O)Nc1ccncc1	4	-8	13	5	6	1	-5	8	11	5	9
CC(C)CC(NC(=O)C(CC(C)C)NC(=O)C(Cc1ccc(OCc2ccccc2)cc1)NC(=O)OC(C)(C)C)C(N)=O (stereo not drawn)	-3	10	-6	14	-4	0	6	19	7	-4	12
CCOC(=O)c1cc(CC)sc1NC(=O)c1cc(OC)c(OC)c(OC)c1	22	-25	4	-18	-7	13	-6	4	-5	0	19
CCn1c(=O)c(C(=O)CN2CCN(Cc3ccc4c(c3)OCO4)CC2)c(N)n(Cc2ccccc2)c1=O	-5	-7	6	-8	-2	9	-12	-1	7	-6	15
COC(=O)c1[nH]c2cccc(C)c2c1NC(=O)CN1CCN(c2ccccc2OC)CC1	-2	10	11	-8	8	1	-1	4	-20	-6	-5
O=C(NCCN1CCOC1=O)C1CCC(=O)N(CCc2ccc(Cl)cc2)C1 (stereo not drawn)	-3	-1	11	5	-4	0	10	-8	5	10	12
Cc1cc(C)n(CC(O)Cn2c3ccc(Br)cc3c3cc(Br)ccc32)c(=O)n1 (stereo not drawn)	44	9	45	15	-2	-13	13	-9	-9	-4	-8
CC(=O)N=c1sc(S(N)(=O)=O)nn1C	7	26	-12	13	-2	6	7	-1	13	1	-2
O=C(OCCN1C(=O)c2ccccc2C1=O)c1cc(=O)[nH]c2ccccc12	-17	-3	13	-36	6	2	11	-11	5	12	12
Cc1ccc(S(=O)(=O)N2CCC(C(=O)OCC(=O)N(C)Cc3ccccc3)CC2)cc1C	21	2	0	13	2	-6	3	1	6	-3	17
COc1ccc(Cl)cc1C(=O)Nc1ccc(CN2CCCCC2)cc1	-8	-8	7	-12	0	-9	15	-8	0	12	6
CCS(=O)(=O)n1nc(C(=O)N2CCOCC2)nc1N	2	-14	25	-6	4	5	4	15	5	-7	-5
COc1ccc(OC)c(S(=O)(=O)N2CCC3(CC2)OCCN3S(=O)(=O)c2ccccc2)c1	5	-2	-2	-2	-4	2	0	-21	14	8	0
S=c1[nH]nc(-c2ccccn2)n1/N=C/c1ccco1	7	-3	-13	4	-3	·	15	·	-15	14	11
CCCNC(=O)CN(CCc1ccccc1)S(C)(=O)=O	-3	10	1	-5	-12	4	17	-3	-1	12	13

Bioassay records (PubChem)

Some of the compounds tested; count on the stated rates, not on these rows.
